From PubChem
APJ antagonist = antagonists of human apelin receptor APJ, primary screen, CHO-K1 cells, beta-arrestin complementation, luminescence; AID 2521, 2010; inhibition, % at 20 µM; P35414; 330,000 tested, 0.32% active;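 active = inhibition above about 40% at 20 µM, limit read from the data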;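 also: cells challenged with 10 nM apelin-13 agonist together with compound; plate controls were apelin-13 plus DMSO wells for no effect and DMSO wells lacking apelin-13 for full effect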
Gli-Sufu antag = Gli-Sufu pathway antagonists, primary screen, luciferase luminescence, Sufu-KO-LIGHT cells, uHTS. AID 588413, 2011. inhibition, % at 5 µM. Sufu-KO-LIGHT fibroblasts, Gli luciferase reporter luminescence. 340,000 tested, 0.74% active;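 active = inhibition above about 55%, limit read from the data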;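 also: 0% = DMSO-treated cells and 100% = wells with medium but no cells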
CXCR6 block = CXCR6 receptor inhibitors, primary screen, cell-based, beta-arrestin, luminescence, CHO-K1 PathHunter, 1536-well | 360,000 tested, 0.36% active | AID 602244, 2012 | inhibition, % at 20 µM | C-X-C chemokine receptor type 6 (Homo sapiens), O00574; in the data active = inhibition above about 34%, passing the limit was not always enough;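 also: antagonist mode with CXCL16 agonist at 10 nM final; 0% = 10 nM CXCL16 with DMSO and 100% = unstimulated wells without agonist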
Target sequence (O00574 whole entry, looked up): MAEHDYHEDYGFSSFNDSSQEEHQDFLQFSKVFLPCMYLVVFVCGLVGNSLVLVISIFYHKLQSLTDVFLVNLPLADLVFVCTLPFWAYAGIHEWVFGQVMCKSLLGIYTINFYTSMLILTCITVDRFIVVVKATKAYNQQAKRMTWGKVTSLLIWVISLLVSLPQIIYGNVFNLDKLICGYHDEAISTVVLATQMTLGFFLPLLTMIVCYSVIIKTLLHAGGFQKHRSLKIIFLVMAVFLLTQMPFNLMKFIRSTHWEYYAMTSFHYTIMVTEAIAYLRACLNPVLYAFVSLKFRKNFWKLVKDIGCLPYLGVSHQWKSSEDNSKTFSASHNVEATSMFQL
APJ agonist = agonists of human apelin receptor APJ, primary screen, CHO-K1 cells, PathHunter beta-arrestin, luminescence. 0% DMSO wells, 100% apelin. activation, % at 20 µM. 330,000 tested, 0.11% active;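 active = activation more than six SD over the plate average, tested at 20 µM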;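 also: 0% = DMSO alone and 100% = apelin-13 at 10 nM; some results filed as inactive read as strong as hits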
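Incubation: overnight seeding, 90 min compound at 25 °C, 1 h detection; test system: PathHunter CHO-K1 APJ (AGTRL-1) beta-arrestin reporter cells; amount: 1000 cells/well; doses: one dose, 20 µM compound, 1% DMSO; measured by: beta-gal luminescence; measure: agonist-driven arrestin binding to APJ; benchmarks: negative DMSO alone, positive Apelin-13 at 10 nM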
UBC13 polyUb = UBC13 polyubiquitin chain formation inhibitors, primary screen, biochemical, TR-FRET, uHTS; 330,000 tested, 0.47% active; inhibition, % at 20 µM; in the data active = inhibition above about 45%, passing the limit was not always enough
Target sequence (P61088 whole entry, looked up): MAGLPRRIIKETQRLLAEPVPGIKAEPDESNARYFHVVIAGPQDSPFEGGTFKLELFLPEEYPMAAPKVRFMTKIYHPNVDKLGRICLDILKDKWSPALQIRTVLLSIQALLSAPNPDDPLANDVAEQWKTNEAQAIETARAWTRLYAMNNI
ATG4B inh = ATG4B protease inhibitors, primary screen, biochemical, fluorescence, uHTS; Cysteine protease ATG4B (Homo sapiens), Q9Y4P1; ATG4B cleavage of LC3-PLA2, NBD-HPC fluorescence, 1 h; inhibition, % at 8.33 µM; 340,000 tested, 0.51% active; in the data active = inhibition above about 40%
EBI2 antag = EBI2 receptor antagonists, beta-arrestin recruitment, primary screen, cell-based, luminescence, 7a,25-OHC stimulation, uHTS; 7a,25-OHC stimulated; inhibition, % at 5 µM; 360,000 tested, 0.81% active; AID 651636, 2012; in the data active = inhibition above about 38%;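 also: enzyme fragment complementation signal reports receptor beta-arrestin coupling in cells; 0% = agonist plus DMSO wells and 100% = wells without agonist; some results beyond the cut were filed as inactive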
CCR6 antag = CCR6 receptor antagonists, primary screen, cell-based, CHO-K1, luminescence, beta-arrestin, uHTS. C-C chemokine receptor type 6 (Homo sapiens), P51684. CHO-K1 CCR6 PathHunter beta-arrestin, CCL20-stimulated. inhibition, % at 20 µM. 340,000 tested, 0.49% active;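 active = compounds whose inhibition of the agonist-driven luminescence signal at 20 µM reaches about 50%, limit read from the data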;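 also: cells stimulated with CCL20 at 14 nM final; plate controls were DMSO with CCL20 for no effect and DMSO without agonist for full effect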
Target sequence (P51684 whole entry, looked up): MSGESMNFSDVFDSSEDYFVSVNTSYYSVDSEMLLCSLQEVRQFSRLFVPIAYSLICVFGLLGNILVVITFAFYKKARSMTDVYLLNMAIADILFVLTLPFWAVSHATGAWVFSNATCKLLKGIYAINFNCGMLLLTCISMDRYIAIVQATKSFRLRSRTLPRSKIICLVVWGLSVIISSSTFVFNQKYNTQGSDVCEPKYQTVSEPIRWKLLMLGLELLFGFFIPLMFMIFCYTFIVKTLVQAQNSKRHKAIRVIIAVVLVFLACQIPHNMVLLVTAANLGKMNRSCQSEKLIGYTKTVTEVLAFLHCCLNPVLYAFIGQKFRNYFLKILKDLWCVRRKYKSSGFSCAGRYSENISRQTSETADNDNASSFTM
* hit, by the source's call; / = no result given.

item | molecule | EBI2 antag | CXCR6 block | APJ antagonist | UBC13 polyUb | Gli-Sufu antag | ATG4B inh | CCR6 antag | APJ agonist
1 | C=CCS/C(=N\n1cnc2ccccc2c1=O)N(CC)CC | 5 | -10 | 7 | 2 | 8 | -5 | 12 | -3
2 | CN1CCN(NC(=O)c2cn(-c3ccccc3)nc2-c2cccc(Br)c2)CC1 | -21 | 0 | -39 | 13 | 16 | -5 | -4 | 4
3 | CCOc1c2ccc(C(=O)NCCCCc3ccccc3)cc2nn1CC | -24 | 6 | -64 | 7 | 1 | -2 | 5 | 8
4 | CCn1c(SCC(=O)NC2CC2)nnc1-c1cccc(OC)c1 | -8 | -8 | 1 | -4 | -7 | 4 | 19 | -6
5 | C=C1c2cccc(C(F)(F)F)c2O[C@H](C(=O)OCC)[C@H]1OC | -9 | 18 | / | / | -12 | 2 | 16 | /
6 | COc1ccccc1NCC(O)COc1ccc(C(C)(C)C)cc1 (centres undefined) | 13 | -12 | 2 | -23 | -9 | -1 | 8 | -3
7 | O=C1CN(C(=O)c2ccc(Br)o2)C(c2ccccc2)c2cc(Br)ccc2N1 (centres undefined) | 3 | 2 | 8 | 3 | 9 | -16 | 2 | -1
8 | O=C(C1CCCCC1)N1CCC(c2nc3ccccc3[nH]2)CC1 | 2 | 6 | 12 | -7 | 0 | -2 | -2 | -2
9 | O=C(O)c1ccccc1-c1nc2ccccc2c(=O)[nH]1 | -15 | -10 | 1 | 8 | 5 | -5 | 12 | -6
10 | CC1CCCN(C(=O)c2cc(-c3cccs3)nc3ccccc23)C1 (centres undefined) | -4 | 6 | 4 | 23 | 1 | 6 | 17 | -3
11 | Cc1ccc(Nc2nnc(-c3ccc(N4CCOCC4)c([N+](=O)[O-])c3)c3ccccc23)cc1 | 32 | 19 | 15 | -41 | 26 | 8 | 17 | -3
12 | O=C(O)c1cc(O)c2c(c1)C(=O)c1cc(O)cc(O)c1C2=O | -4 | 6 | -21 | -74 | 8 | -5 | 37 | -8
13 | CSc1ncccc1C(=O)OCC(=O)N(C)C1CCS(=O)(=O)C1 (centres undefined) | 5 | 5 | 1 | -2 | 8 | -4 | -11 | -1
14 | O=C(CN1C(=O)NC2(CCCC2)C1=O)Nc1ccc(F)c(Cl)c1 | -13 | 3 | 1 | 0 | -13 | -2 | 12 | -3
15 | COc1ccccc1NC(=O)/C=C1\SCC(=O)N1C | 2 | 7 | 12 | 4 | -5 | -2 | 2 | -1
16 | COc1ccc(C2=NO[C@@H]3C(=O)N(C4CCCCC4)C(=O)[C@H]23)cc1OC | 1 | -8 | -3 | 9 | 2 | -2 | -6 | -2
17 | COC(=O)c1cc2c(ccc3ccccc32)oc1=O | 6 | 3 | -22 | 0 | 0 | -10 | 3 | -2
18 | Cn1ccnc1-c1nnn(-c2ccc(F)cc2)n1 | -7 | 1 | 18 | -3 | -39 | 0 | -10 | -5
19 | COc1ccccc1NC(=O)N1CCCC1C(=O)NCc1ccc2c(c1)OCO2 (centres undefined) | -6 | -22 | -20 | 3 | 5 | -11 | -24 | -2
20 | CCCN1CCN(C(=O)C(NC(=O)c2ccco2)C(C)C)CC1 (centres undefined) | -9 | 5 | 7 | 1 | -3 | 2 | 4 | -3
21 | NS(=O)(=O)c1ccc(NC(=O)COC(=O)CSc2n[nH]c(-c3ccccc3)n2)cc1 | -4 | -4 | 1 | 7 | 2 | 2 | -8 | -1
22 | CN(c1c(C#N)c(C(F)(F)F)nn1C)N(S(C)(=O)=O)S(C)(=O)=O | -2 | 11 | 9 | 9 | -4 | -4 | 6 | -2
23 | O=C(CSc1nc2ccsc2c(=O)n1Cc1ccc(C(=O)O)cc1)NCC1CCCO1 (centres undefined) | 5 | -1 | -2 | 69* | 3 | -2 | 9 | 1
24 | O=C(Nc1ccccc1)C1CCN(S(=O)(=O)c2cccs2)CC1 | -1 | 4 | 9 | 0 | / | 6 | 4 | 0
25 | COCCCN(CC(=O)Nc1ccc(N2CCOCC2)cc1)S(=O)(=O)c1ccccc1 | -6 | -2 | -14 | 8 | 0 | -5 | 7 | -3
26 | CCn1cc(/C=N/NC(=O)COc2cccc3cccnc23)c2ccccc21 | -4 | 1 | / | / | -2 | -28 | -4 | /
27 | Cc1ccsc1CN(C)Cc1nc(C2CC2)no1 | -8 | 3 | 4 | -22 | 21 | 15 | 5 | -4
28 | COCCn1c(C)cc(C(=O)COC(=O)/C=C/c2c(C)nn(C3CCS(=O)(=O)C3)c2Cl)c1C (centres undefined) | -15 | -2 | 8 | -5 | -3 | -7 | 2 | -4
29 | Cc1ccc(S(=O)(=O)c2nc(S(=O)(=O)c3ccccc3)sc2N2CCN(C)CC2)cc1 | 13 | 8 | 0 | 2 | 20 | 2 | -2 | -3
30 | CCOC(=O)N1CCN(S(=O)(=O)c2ccc(C)c([N+](=O)[O-])c2)CC1 | -8 | -10 | -4 | -9 | 6 | 8 | 11 | 4

Arranged by length of the SMILES (highest first): part of the list above
item | molecule | EBI2 antag | CXCR6 block | APJ antagonist | UBC13 polyUb | Gli-Sufu antag | ATG4B inh | CCR6 antag | APJ agonist
28 | COCCn1c(C)cc(C(=O)COC(=O)/C=C/c2c(C)nn(C3CCS(=O)(=O)C3)c2Cl)c1C (centres undefined) | -15 | -2 | 8 | -5 | -3 | -7 | 2 | -4
29 | Cc1ccc(S(=O)(=O)c2nc(S(=O)(=O)c3ccccc3)sc2N2CCN(C)CC2)cc1 | 13 | 8 | 0 | 2 | 20 | 2 | -2 | -3
21 | NS(=O)(=O)c1ccc(NC(=O)COC(=O)CSc2n[nH]c(-c3ccccc3)n2)cc1 | -4 | -4 | 1 | 7 | 2 | 2 | -8 | -1
26 | CCn1cc(/C=N/NC(=O)COc2cccc3cccnc23)c2ccccc21 | -4 | 1 | / | / | -2 | -28 | -4 | /
27 | Cc1ccsc1CN(C)Cc1nc(C2CC2)no1 | -8 | 3 | 4 | -22 | 21 | 15 | 5 | -4

Carrying on.
item | molecule | EBI2 antag | CXCR6 block | APJ antagonist | UBC13 polyUb | Gli-Sufu antag | ATG4B inh | CCR6 antag | APJ agonist
31 | O=C1OCCN1/N=C/c1ccc([N+](=O)[O-])o1 | -9 | -7 | -8 | -11 | 35 | 5 | -16 | 12
32 | Cc1cc(C(=O)Nc2ccc3c(c2)OCCO3)c(C)o1 | -4 | -11 | 0 | -9 | -95 | 2 | 1 | -5
33 | NC(=O)/C(=C/c1ccc2c(c1)OCO2)NC(=O)c1ccco1 | 9 | 2 | -6 | -9 | 9 | 3 | 22 | 0
34 | Cc1nc2ccccc2c(=O)n1NC(=O)c1ccccc1Br | 5 | -2 | 8 | 9 | / | 1 | 2 | -5
35 | O=C1CC(Sc2ncn[nH]2)C(=O)N1c1ccccc1 (centres undefined) | 3 | -2 | 2 | 5 | 23 | -6 | -10 | -3
36 | CCS(=O)(=O)c1ccccc1C(=O)NC1CCCc2ccccc21 (centres undefined) | -14 | 8 | 25 | -5 | 17 | -1 | 2 | -3
37 | COc1cccc2c(=O)c(C/C=C(/C)Cl)c(C)[nH]c12 | -2 | 0 | -8 | 3 | -5 | -8 | 8 | -3
38 | COc1nonc1NCn1nc(C)cc1C | -6 | 3 | -2 | -12 | 35 | 5 | 9 | -2
39 | CCCCCc1nc(N)c(C#N)c(-c2ccco2)c1CCCC | 15 | 1 | 21 | 10 | 5 | -3 | -1 | -3
40 | COC(=O)c1ccc(/C=N/NC(=O)c2ccccc2Cl)cc1 | -7 | 1 | 12 | -6 | -8 | 4 | 12 | -3

Structures shown so far containing a nitro group on carbon (three):
item | molecule | EBI2 antag | CXCR6 block | APJ antagonist | UBC13 polyUb | Gli-Sufu antag | ATG4B inh | CCR6 antag | APJ agonist
11 | Cc1ccc(Nc2nnc(-c3ccc(N4CCOCC4)c([N+](=O)[O-])c3)c3ccccc23)cc1 | 32 | 19 | 15 | -41 | 26 | 8 | 17 | -3
30 | CCOC(=O)N1CCN(S(=O)(=O)c2ccc(C)c([N+](=O)[O-])c2)CC1 | -8 | -10 | -4 | -9 | 6 | 8 | 11 | 4
31 | O=C1OCCN1/N=C/c1ccc([N+](=O)[O-])o1 | -9 | -7 | -8 | -11 | 35 | 5 | -16 | 12

Compounds shown so far with a cyano group, in the order listed:
item | molecule | EBI2 antag | CXCR6 block | APJ antagonist | UBC13 polyUb | Gli-Sufu antag | ATG4B inh | CCR6 antag | APJ agonist
22 | CN(c1c(C#N)c(C(F)(F)F)nn1C)N(S(C)(=O)=O)S(C)(=O)=O | -2 | 11 | 9 | 9 | -4 | -4 | 6 | -2
39 | CCCCCc1nc(N)c(C#N)c(-c2ccco2)c1CCCC | 15 | 1 | 21 | 10 | 5 | -3 | -1 | -3

Next records follow.
item | molecule | EBI2 antag | CXCR6 block | APJ antagonist | UBC13 polyUb | Gli-Sufu antag | ATG4B inh | CCR6 antag | APJ agonist
41 | CCC(=O)Nc1cc(SCCO)cc([N+](=O)[O-])c1 | 5 | -1 | -8 | -11 | -11 | -7 | 15 | 1
42 | O=C(CC1COc2ccccc2O1)NCCc1ccccc1 (centres undefined) | 5 | -8 | -3 | 2 | 5 | 1 | -3 | -3
43 | Cc1cccc2cc(CN(CCN3CCCC3)C(=O)NC3CCCCC3)c(=O)[nH]c12 | -5 | 8 | 3 | 16 | 10 | -2 | -1 | -4
44 | O=C1C=C(c2ccc3c(c2)oc2ccccc23)C[C@@H](c2ccc(Cl)cc2)C1 | 62* | 10 | 1 | 8 | 8 | 2 | 5 | -5
45 | CC(C)/C=C/CN1CCCC(N2CCN(c3cccc(Cl)c3)CC2)C1 (centres undefined) | 8 | 2 | 13 | 4 | 21 | 2 | 11 | -1
46 | CCOC(=O)C1(Cc2ccccc2Cl)CCN(C(=O)CN2CCOC2=O)CC1 | -4 | -3 | 10 | 8 | 2 | -7 | 2 | -4
47 | CCCCCCn1c2c(c(=N)c3c1CCC3)CCC2 | -3 | 0 | -22 | -6 | 89* | 2 | 18 | -5
48 | COc1ccccc1NCCC(=O)OCC(=O)NC1CCCCCC1 | -12 | -2 | -4 | 3 | 1 | -12 | 1 | -4
49 | COc1ccc(NC(=S)N(CCc2c(C)[nH]c3ccccc23)Cc2ccco2)cc1 | 7 | 9 | -1 | -12 | 4 | -4 | 1 | -7
50 | O=C(NCCCc1ccccc1)c1cnc2n(c1=O)CCS2 | -1 | 4 | 6 | -5 | -36 | 3 | 3 | -2
51 | C(=N\Nc1nc2ccccc2s1)/c1ccco1 | -10 | -8 | -17 | -13 | -92 | -3 | -5 | -5
52 | CSc1ccc(Cl)c(C(=O)NC2CCCC2)c1 | 0 | 0 | -8 | 3 | 0 | -3 | -10 | -5
53 | Cc1ccc(C(=O)c2c[nH]c(C(=O)NCc3cccnc3)c2)cc1 | 7 | -2 | -2 | -6 | 8 | 0 | 10 | -1
54 | COc1cc(CNCCc2c[nH]c3ccccc23)cc(Cl)c1OCC(N)=O | -1 | 2 | 9 | 21 | / | 8 | -3 | -6
55 | CC(=O)Oc1ccc(/C=N/NC(=S)Nc2ccccc2)cc1 | 9 | 2 | 8 | 1 | -63 | -4 | 16 | -2
56 | N#Cc1c(NC(=O)c2ccccc2)sc2c1CCCCC2 | 8 | 14 | 12 | 13 | 7 | 11 | 29 | -5
57 | CCOc1ccccc1NC(=S)N1CCN(c2ccc(O)cc2)CC1 | 12 | -23 | -3 | -5 | 15 | 1 | 2 | 0
